Bioassay records deposited in PubChem BioAssay by several laboratories.
PMI inhibition: MPI inhibition at elevated mannose 6-phosphate – biochemical, fluorescence intensity, high mannose 6-phosphate, primary screen (AID 1220) | 0.66% of 190,000 active | one-dose inhibition, % at 20 µM; IC50 in µM for titrated hits | recombinant PMI enzyme, coupled fluorescence intensity; higher % means a stronger effect
TNAP activation fold: human TNAP enzyme activators, primary screen, biochemical, luminescent, no phosphate acceptor, uHTS (AID 1001) | 0.03% of 200,000 active | activation fold at 20 µM; hits with a dose series show EC50 in µM | purified TNAP, luminescent activation assay, no phosphate acceptor; higher activation fold means a stronger effect; in the data active = activation fold from about 3, or a potency from the dose series; inactive = the rest, 99 in 100 with activation fold below about 1.6; also: many of its hits are not listed in these tables
K1F lysis inhibition: inhibition of K1F phage lysis, E. coli UTI89, bacterial capsule biogenesis inhibitors, alamar blue (AID 488966); E. coli UTI89 K1F phage lysis, alamar blue, 2 h; higher % means a stronger effect; inhibition, % at 100 µM, or IC50 in µM where a hit was titrated; 0.02% of 340,000 active;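 active = phage lysis inhibition, versus mean bacterial control, above a set limit; inconclusive = no clear call, values can overlap the other calls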;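 also: capsule biogenesis inhibitors block K1F phage lysis so surviving cells raise fluorescence; higher fluorescence means more inhibition of phage lysis; actives were called in the ten point dose series up to 300 µM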
M1AAP inhibition: malaria alanyl aminopeptidase activity blockers – biochemical, fluorogenic H-Leu-NHMec substrate, 1536-well (AID 1445). recombinant M1AAP, H-Leu-NHMec fluorogenic kinetic assay; higher % means a stronger effect. inhibition, % at 30 µM, or IC50 in µM where a hit was titrated. 0.42% of 220,000 active;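 active = primary inhibition above the hit cutoff, then over 50% inhibition at one or more dose response concentrations, cut at about 23% in these data, passing the limit was not always enough; inconclusive = conflicting primary data, or primary hits not chosen for dose response; inactive = low primary inhibition, or under 50% at every dose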;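 also: plate controls were DMSO full reaction for no effect and no enzyme background for full effect; strong numbers were not always called active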
West Nile virus CPE: West Nile virus antiviral activity, cell-based, CPE readout (AID 1621); West Nile virus-infected cells, CPE inhibition; higher % means a stronger effect; one-dose CPE inhibition, % at 10 µM; IC50 in µM for titrated hits; 0.02% of 290,000 active; in the data active = a potency from the dose series; inconclusive = CPE inhibition mostly from about 3.7% at the one dose, without a potency; inactive = the rest, 99 in 100 with CPE inhibition below about 2.2%; also: strong numbers were not always called active
M17LAP inhibition: P. falciparum M17LAP inhibitors, primary screen, biochemical, fluorogenic H-Leu-NHMec substrate, 1536-well (AID 1619); recombinant M17LAP, H-Leu-NHMec fluorogenic kinetic assay; higher % means a stronger effect; inhibition, % at 30 µM, or IC50 in µM where a hit was titrated; 0.38% of 220,000 active;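 active = compound inhibiting the enzyme by more than half at any dose during confirmatory dose-response retesting; inconclusive = strong single-dose inhibitors picked by rank but not retested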;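 also: plate controls were full reaction with DMSO carrier for no effect and no enzyme background for full effect; strong numbers were not always called active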
RSV antiviral HEp-2: RSV antiviral activity via CPE protection, HEp-2 cells, primary 10 µM value included (AID 2391); HEp-2 cells, RSV-induced CPE inhibition; higher % means a stronger effect; CPE inhibition, % at 10 µM; hits with a dose series show IC50 in µM; 0.13% of 310,000 active; in the data active = a potency from the dose series; inconclusive = CPE inhibition mostly from about 23% at the one dose, without a potency; inactive = the rest, 99 in 100 with CPE inhibition below about 21%; also: strong numbers were not always called active
PMI inhibitors: inhibitors of human PMI, primary screen, biochemical, fluorescence intensity, coupled assay (AID 1209); purified PMI enzyme, coupled fluorescence intensity; higher % means a stronger effect; 0.42% of 190,000 active; one-dose inhibition, % at 20 µM; IC50 in µM for titrated hits;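 also: plate controls were DMSO vehicle for no effect and wells lacking substrate for full effect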
T cell HTS: modulates CD8 T cell binding to vesicles. 2C CD8+ T cell-vesicle binding, flow cytometry; active compounds read low. calls only at 7 µM. 0.068% of 330,000 active;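 active = response, share of CD8 T cells binding vesicles, and their 90th percentile fluorescence all below set limits, cut at about 80% in these data, passing the limit was not always enough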
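Material: murine 2C transgenic CD8+ T lymphocytes / Also added: QL9-peptide-loaded Drosophila micro-vesicles bearing Ld, ICAM-1 and B7-1 / Schedule: binding step 1.5 h, 37 °C, antibody labelling 20 min, ice / Signal: flow cytometry, PE anti-B7-1 (FL2) versus Alexa647 anti-CD8 (FL8), PFA-fixed / Evaluation: percent CD8+ FL2 mean versus row control / Benchmarks: naked versus QL9-loaded vesicles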
T cell HTS vesicle-bound %: recorded beside T cell HTS, whose call it bears; double positive events, %; measured here: CD8+ vesicle-bound cell fraction;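 binding gate set so that unloaded-vesicle control wells show 10% double positive cells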
* = called active by the depositor; i = inactive; ? = inconclusive; . = not tested or not shown; [ ] = dose if it differs, or a comment. Rule as the data show it, unless noted: active = inhibition above about 50%; inactive = the rest.

#1 COC(=O)C1=NN(C(=O)c2ccccc2)C(O)(c2ccc([N+](=O)[O-])cc2)C1 (stereo not drawn)
#2 COc1ccc(NC(=O)Cn2c([N+](=O)[O-])cnc2C)cc1Cl
#3 COc1ccc(S(=O)(=O)NC(C)C(=O)Nc2ccccc2C(F)(F)F)cc1 (stereo not drawn)
#4 Cn1c(=O)n(C)c2cc(NS(=O)(=O)c3ccc(Br)s3)ccc21
#5 C/C(=N\N=C(N)N)c1cccc(Cl)c1
#6 CCOC(=O)c1csc(NC(=O)c2ccc(N3C(=O)CCC3=O)cc2)n1
Compound	1	2	3	4	5	6
PMI inhibition	.	.	-17%	5%	7%	4%
TNAP activation fold	.	.	1.1	1.2	1.1	1
K1F lysis inhibition	0.5%	1.3%	-1.1%	-0.1%	0.4%	0.6%
M1AAP inhibition	.	.	-3%	0%	3%	-1%
West Nile virus CPE	-0.1%	-0.5%	0.2%	0.5%	-0.4%	-0.3%
M17LAP inhibition	.	.	-3%	-6%	-2%	-6%
RSV antiviral HEp-2	0.3%	3.0%	2.3%	1.1%	1.6%	2.3%
PMI inhibitors	.	.	-7%	-2%	12%	-6%
T cell HTS	i	i	i	i	i	i
T cell HTS vesicle-bound %	50	55	2	42	47	56

#7 O=C(Nc1ccc2[nH]ncc2c1)c1ccccc1Br
#8 O=C(Nn1cnnc1)c1cc2c(s1)CCCC2
#9 CC(C)Cn1cc(C(=O)N2CCC(C)CC2)c2c3ccccc3n(C)c2c1=O
#10 CC1CN(c2ncnc3c2oc2ccccc23)CC(C)O1 (stereo not drawn)
#11 CCOC(=O)c1cnc2c(cnn2C)c1NCCCN(C)C
#12 CC(C)(C)c1ccc(NC(=O)C2CCCN(c3cnccn3)C2)cc1 (stereo not drawn)
Compound	7	8	9	10	11	12
PMI inhibition	.	-17%	-14%	-2%	13%	.
TNAP activation fold	.	1.1	1	1	1	.
K1F lysis inhibition	0.2%	-1.5%	0.1%	-0.1%	0.0%	0.2%
M1AAP inhibition	.	5%	5%	3%	-2%	.
West Nile virus CPE	-0.8%	-0.3%	-0.8%	-0.2%	-0.1%	0.7%
M17LAP inhibition	.	-1%	-10%	16%	0%	.
RSV antiviral HEp-2	3.9%	0.6%	3.9%	-0.5%	-1.6%	4.6%
PMI inhibitors	.	-3%	-12%	-3%	4%	.
T cell HTS	i	i	i	i	i	i
T cell HTS vesicle-bound %	59	46	12	54	9	1

Sorted by value in West Nile virus CPE (high to low): some entries from above
nr	Compound	West Nile virus CPE
11	CCOC(=O)c1cnc2c(cnn2C)c1NCCCN(C)C	-0.1%
8	O=C(Nn1cnnc1)c1cc2c(s1)CCCC2	-0.3%
9	CC(C)Cn1cc(C(=O)N2CCC(C)CC2)c2c3ccccc3n(C)c2c1=O	-0.8%

Following part:
#13 O=C(CSc1nnnn1-c1ccccc1)Nc1ccc(N2CCOCC2)c(Cl)c1
#14 CCN(CC)c1ccc(/C=N/NS(=O)(=O)c2ccc(CNC(C)=O)cc2)cc1
#15 CN(CC1CCCN(CCc2ccc(F)cc2)C1)C(=O)CCC(N)=O (stereo not drawn)
#16 CCOC(=O)CN1C(=O)C(O)(C2CCc3ccccc3C2=O)c2ccccc21 (stereo not drawn)
#17 O=C(N/N=C/c1ccc(N2CCOCC2)cc1)c1ccc(O)cc1
#18 COc1cccc(C(=O)OCC(=O)c2ccc(Br)s2)c1
Compound	13	14	15	16	17	18
PMI inhibition	19%	8%	.	4%	.	.
TNAP activation fold	1.1	1.1	.	1.1	.	.
K1F lysis inhibition	2.2%	-0.4%	0.1%	1.0%	-0.1%	3.2%[50 µM]
M1AAP inhibition	?	12%	.	1%	14%	.
West Nile virus CPE	-0.2%	-0.5%	0.2%	0.3%	0.1%	0.0%
M17LAP inhibition	-2%	6%	.	11%	9%	.
RSV antiviral HEp-2	2.4%	2.2%	-0.1%	2.8%	1.6%	0.7%
PMI inhibitors	21%	16%	.	3%	.	.
T cell HTS	i	i	i	i	i	i
T cell HTS vesicle-bound %	27	62	53	4	44	20

#19 CN(C)S(=O)(=O)c1ccc(C(=O)NCC(=O)N/N=C/c2ccco2)cc1
#20 Cc1cc(C(=O)Nc2ccc(N3CCCC3)c(Cl)c2)ccc1[N+](=O)[O-]
#21 COc1ccc(CC(=O)NNC(=O)COc2ccc(Br)cc2C)cc1OC
#22 O=C1/C(=C/c2cccc(F)c2)SC(=S)N1NS(=O)(=O)c1ccccc1
#23 COc1ccc(Cl)cc1NC(=O)c1nc2nc(C)cc(C(F)F)n2n1
#24 CC(CCc1ccccc1)NC(=O)c1ccco1 (stereo not drawn)
Compound	19	20	21	22	23	24
PMI inhibition	4%	10%	-9%	.	-4%	-10%
TNAP activation fold	1.1	1.1	2	.	1.2	1.1
K1F lysis inhibition	0.3%	0.3%	-7.3%	-0.2%	0.2%	3.0%
M1AAP inhibition	3%	0%	3%	.	11%	-1%
West Nile virus CPE	0.2%	0.2%	-0.3%	2.2%	0.2%	0.2%
M17LAP inhibition	8%	2%	-7%	.	-1%	-6%
RSV antiviral HEp-2	-0.5%	11%	1.8%	3.6%	1.3%	0.9%
PMI inhibitors	3%	25%	-10%	.	-1%	-4%
T cell HTS	i	i	i	i	i	i
T cell HTS vesicle-bound %	49	62	34	35	30	49

#25 O=C(N/N=C/C=C/c1ccc([N+](=O)[O-])cc1)C1COc2ccccc2O1 (stereo not drawn)
#26 CCOC(=O)c1nn(-c2ccccc2)c(C)c1C(C)=O
#27 Cc1cccc(C)c1NC(=O)Cn1nnc(C(=O)Nc2ccc(F)cc2F)c1N
#28 O=C(O)/C=C/C(=O)NCCc1ccccc1
#29 N#CC1=C(N)C(C#N)(C#N)C(c2cccnc2)C2CCCC=C12 (stereo not drawn)
#30 c1ccc(OCc2nn3c(C4CCCCC4)nnc3s2)cc1
Compound	25	26	27	28	29	30
PMI inhibition	2%	2%	.	-9%	50%*	6%
TNAP activation fold	1.1	1.2	.	1.1	1.1	1
K1F lysis inhibition	0.6%[50 µM]	0.2%	0.0%	0.8%	.	0.8%
M1AAP inhibition	11%	-2%	.	2%	6%	-3%
West Nile virus CPE	2.5%	-0.6%	?	0.6%	0.4%	1.0%
M17LAP inhibition	5%	13%	.	9%	-23%	-7%
RSV antiviral HEp-2	4.8%	0.8%	2.6%	-0.7%	3.9%	4.2%
PMI inhibitors	2%	4%	.	-26%	15%	4%
T cell HTS	i	i	i	i	i	i
T cell HTS vesicle-bound %	50	41	13	18	54	14

Results in T cell HTS vesicle-bound %, T cell HTS and M17LAP inhibition (3 entries from above):
| item | SMILES | T cell HTS vesicle-bound % | T cell HTS | M17LAP inhibition |
| --- | --- | --- | --- | --- |
| 23 | COc1ccc(Cl)cc1NC(=O)c1nc2nc(C)cc(C(F)F)n2n1 | 30 | i | -1% |
| 24 | CC(CCc1ccccc1)NC(=O)c1ccco1 (stereo not drawn) | 49 | i | -6% |
| 25 | O=C(N/N=C/C=C/c1ccc([N+](=O)[O-])cc1)C1COc2ccccc2O1 (stereo not drawn) | 50 | i | 5% |

Carrying on:
#31 O=C(CCNS(=O)(=O)c1cccs1)N1CCc2ccccc2C1
#32 O=C(Nc1ccc(S(=O)(=O)Nc2ncccn2)cc1)c1cccnc1
#33 COc1cc(-c2cc(C(=O)O)c3c(OC)c(OC)c(OC)cc3n2)ccc1O
#34 COC(=O)c1cccc(C23CC4(C2)[C@H](CN(Cc2ccc(C(F)(F)F)cc2)[C@@H]4c2ccccc2)C3c2ccc(Cl)nc2)c1 (stereo partly drawn)
#35 Cc1ccc(C(=O)O)cc1NC(=S)NC(=O)C(c1ccccc1)c1ccccc1
#36 Cc1nn(Cc2ccccc2)c2c1C(c1ccccc1)C(C#N)=C(N)O2 (stereo not drawn)
Compound	31	32	33	34	35	36
PMI inhibition	16%	14%	9%	.	6%	11%
TNAP activation fold	1	1.1	1	.	1	1
K1F lysis inhibition	1.6%	1.7%	0.5%	0.8%	-3.7%	-0.5%
M1AAP inhibition	-7%	0%	9%	-2%	17%	3%
West Nile virus CPE	-0.1%	0.2%	0.0%	-0.5%	-0.3%	0.0%
M17LAP inhibition	-5%	10%	28%	0%	15%	24%
RSV antiviral HEp-2	0.8%	1.7%	1.0%	2.2%	3.0%	4.1%
PMI inhibitors	7%	4%	0%	.	8%	0%
T cell HTS	i	i	i	i	i	i
T cell HTS vesicle-bound %	15	29	52	31	64	25

#37 CCC(C)C(NS(=O)(=O)c1ccc(C)cc1)C(=O)N1CCOCCOCCOCC1 (stereo not drawn)
#38 Cc1cccc(OCC(=O)Nc2ccc3c(c2)nc(CCN2CCN(C)CC2)n3C)c1
#39 Cc1c(NC(=O)c2cc3ccccc3o2)c(=O)n(-c2ccccc2)n1C
#40 CCN(CC(O)Cn1c2ccccc2c2ccccc21)S(=O)(=O)c1ccc(F)cc1 (stereo not drawn)
#41 COCCn1c(Cc2ccccc2)nnc1SCc1ccc([N+](=O)[O-])cc1
#42 Fc1ccc(Oc2nc(-c3ccccc3)nnc2C(F)(F)F)cc1
#43 CN(Cc1c(C(=O)N(C)Cc2ccccc2)nc2ccccn12)CC1Cc2ccccc2O1 (stereo not drawn)
#44 CCn1c(=O)cc(OCC(=O)NCc2cccnc2)c2ccccc21
Compound	37	38	39	40	41	42	43	44
PMI inhibition	.	11%	-17%	16%	0%	2%	6%	-12%
TNAP activation fold	.	1.1	1	1.1	1	1.1	1.1	1.1
K1F lysis inhibition	0.3%	0.0%	0.3%	9.0%	0.5%	0.9%	-0.7%	0.2%
M1AAP inhibition	.	10%	-1%	-5%	0%	-6%	2%	-2%
West Nile virus CPE	-0.8%	0.3%	-0.1%	-1.2%	-0.7%	0.5%	-1.4%	0.5%
M17LAP inhibition	.	5%	2%	2%	-2%	4%	-4%	7%
RSV antiviral HEp-2	1.9%	-0.6%	-0.2%	0.4%	3.6%	0.5%	1.1%	-1.0%
PMI inhibitors	.	8%	-7%	20%	14%	1%	13%	-8%
T cell HTS	i	i	i	i	i	i	i	i
T cell HTS vesicle-bound %	28	34	22	19	34	36	41	22
